Screens (PubChem BioAssay)
All columns: NCI-60 one-dose screen, growth in % after 48 h at 10 µM unless noted; 100 = growth as untreated, 0 = no growth, -100 = all killed.
CAKI-1: CAKI-1 renal cancer; AID 1794772; 75,000 tested, 4.7% active
NCI-H23: NCI-H23 lung cancer | 80,000 tested, 4% active | AID 1794731
A498: A498 renal cancer cells; AID 1794774; 76,000 tested, 5.4% active
SF-268: SF-268 CNS cancer cells. 82,000 tested, 3.1% active. AID 1794759
SF-539: SF-539 CNS cancer; 81,000 tested, 6.8% active; AID 1794752
SNB-75: SNB-75 CNS cancer; 79,000 tested, 5% active; AID 1794750
SF-295: SF-295 CNS cancer cells; 79,000 tested, 5.6% active; AID 1794758
SNB-19: SNB-19 CNS cancer cells; 81,000 tested, 2.5% active
U251: U251 CNS tumor cells; 80,000 tested, 5.4% active
Numbers without * were called inactive; . = not tested or not shown; & = joins results of further samples. Rule for the calls: active = growth percent below 10; inactive = the rest.

SMILES | CAKI-1 | NCI-H23 | A498 | SF-268 | SF-539 | SNB-75 | SF-295 | SNB-19 | U251
CCCCc1nc2c(N)nc3ccccc3c2n1Cc1ccc(CN)cc1 | 65 | 104 | 101 | 83 | 82 | . | 94 | 93 | 94
Cc1cnc(CN(C)C[C@H]2Cc3c(cccc3N3CCNCC3)CN2)c(C)c1 | 77 | 95 | 80 | 66 | 86 | 73 | 82 | 83 | 70
CC(/C=C/c1ccccc1)=N/NC(=O)c1ccncc1 | . | 98 | 95 | 102 | 105 | 98 | 109 | 102 | 98
O=C(CCn1cnc2c(cc(-c3ccccc3)n2-c2ccccc2)c1=O)Nc1ccc(Cl)cc1 | 88 | 93 | 71 | 100 | 94 | 90 | 104 | 105 | 100
Cc1cccc(Nc2cc(Cl)nc(N)n2)c1 | 95 | 92 | . | 101 | 102 | 86 | 101 | 95 | 97
COc1ccc(CCN2CCCn3c2nc2c3c(=O)n(C)c(=O)n2C)cc1 | 94 | 108 | 90 | 107 | 101 | 93 | 98 | 110 | 109
CCCCCC(=O)NCCC(=O)c1ccccc1 | 106 | 103 | 88 | 108 | 103 | 101 | 100 | 99 | 100
CCCCCc1ccncc1 | 112 | 111 | 107 | 105 | 107 | 97 | 101 | 107 | 108
Cc1nc(-c2ccccc2)cc2c1C(=O)N(CC(=O)N1CCCCC1)C2=O | 101 | 88 | 87 | 105 | 104 | 86 | 96 | 104 | 101
O=C1[C@@H](Cl)C2(C(=O)Nc3ccccc32)N1c1ccccc1 (stereo not given in full) | 86 | 93 | 95 | 97 | 90 | 68 | 102 | 104 | 100
CC(C)=CCC/C(C)=C/CC/C(C)=C/CCc1ccoc1C | 98 | 103 | 79 | 107 | 101 | 89 | 102 | 95 | 98
CCn1c(Sc2nn3cc(-c4ccc(Br)cc4)nc3s2)nc2c1c(=O)n(C)c(=O)n2C | 95 | 83 | . | 96 | 99 | 97 | 99 | 97 | 102

Record cards, from the list above. Order of values: CAKI-1	NCI-H23	A498	SF-268	SF-539	SNB-75	SF-295	SNB-19	U251
Profile of O=C(CCn1cnc2c(cc(-c3ccccc3)n2-c2ccccc2)c1=O)Nc1ccc(Cl)cc1 = 88	93	71	100	94	90	104	105	100
Profile of CCCCCc1ccncc1 = 112	111	107	105	107	97	101	107	108
Profile of CC(C)=CCC/C(C)=C/CC/C(C)=C/CCc1ccoc1C = 98	103	79	107	101	89	102	95	98
Profile of Cc1nc(-c2ccccc2)cc2c1C(=O)N(CC(=O)N1CCCCC1)C2=O = 101	88	87	105	104	86	96	104	101

More compounds follow.
SMILES | CAKI-1 | NCI-H23 | A498 | SF-268 | SF-539 | SNB-75 | SF-295 | SNB-19 | U251
O=C(O)c1nc(-c2ccccc2)nc2c(F)cccc12 | 93 | 92 | 102 | 100 | 99 | 82 | 101 | 96 | 97
COc1ccc(/C=C2/N=C3N(N=C(c4cccs4)N3c3ccccc3)C2=O)cc1 | 91 | 92 | 91 | 97 | 101 | 87 | . | 93 | 95
COc1ccc2ncccc2c1 | 97 | 97 | 78 | 102 | 90 | 97 | 99 | 105 | 93
S=c1[nH]c2cc(-c3ccccc3)ccc2o1 | . | 101 | 115 | 108 | 95 | 102 | 107 | 92 | 102
COc1cc(-c2nc3ccc(C)cc3n2CC(=O)Nc2nc3ccc(OC(F)(F)F)cc3s2)cc(OC)c1OC | 75 | 80 | 58 | 89 | 81 | 66 | 85 | 101 | 102
O=C(Cn1c(/C=C/c2ccc3c(c2)OCO3)nc2ccccc2c1=O)Nc1ccc(Cl)cc1 | 106 | 111 | 143 | 113 | 100 | . | 110 | 99 | 108
COc1c2ccoc2cc2oc(C)c(-c3cc(-c4ccc(F)cc4)c(C#N)c(N)n3)c(=O)c12 | 49 | 73 | 67 | 61 | 75 | 71 | 61 | 66 | 51
S=C1SCN(CCc2ccccc2)CN1CCc1ccccc1 | 91 | 97 | . | 106 | 115 | 87 | 93 | 105 | 91
Cc1cc(O)cc2c1[C@]1(C)CCC3C(C)(C)CCC[C@]3(C)[C@H]1C2 (stereo not given in full) | 165 | 92 | 109 | 99 | 102 | 115 | 109 | 130 | 104
COC(=O)[C@]12CC[C@@H](C)[C@H](C)[C@@H]1C1=CC[C@@H]3[C@@]4(C)CC(=O)[C@H](OC(=O)/C=C/c5ccccc5)[C@@]5(C)COC(=C45)C[C@@]3(C)[C@]1(C)CC2 | 69 | 67 | 79 | 81 | 89 | 68 | 86 | 88 | 81
O=C1CNC(=O)N1CN1CCOCC1 | 85 | 107 | 91 | 99 | 110 | 84 | 94 | 96 | 95
OCCC1CCCCC1 | 96 | 92 | 135 | 104 | 99 | 90 | 103 | 107 | 91
c1ccc(-c2nn(-c3ccccc3)c3c2-c2ccccc2CS3)cc1 | 80 | 94 | 101 | 96 | 99 | 80 | 99 | 103 | 102
CN(C)CCC(C#N)(CCN(C)C)c1ccccc1 | 83 | 104 | 101 | 96 | 98 | 89 | 99 | 102 | .
CCCc1cc(-n2cc(-c3ccc(NS(C)(=O)=O)cc3)cn2)ccn1 | . | 54 | 85 | 96 | 75 | 87 | 50 | 71 | 77
O/N=C/c1cc2c(cc1Br)OCO2 | 99 | 96 | 94 | 95 | 95 | . | 99 | 111 | 103
Cc1nc(NS(=O)(=O)c2ccc(N)cc2)nc(C)c1C | 101 | 98 | 92 | 93 | 97 | 102 | 96 | 110 | 96
CCOC(CC(OCC)OCC)OC (stereo not given) | 106 | 99 | 85 | 101 | 101 | 93 | 106 | 107 | 87
CCOC(=O)c1c(Cl)nc2ccccc2c1Cl | 123 | 104 | 98 | 102 | 136 | 93 | 115 | 88 | 112
CCCn1cc(-c2nc(Nc3ccc(C(=O)NCCCCNc4cccc5c4C(=O)N(C4CCC(=O)NC4=O)C5=O)cc3)nc3[nH]ccc23)cn1 (stereo not given) | 27 | 65 | -2.6* | 28 | 27 | . | 28 | 23 | 54
COC(=O)C1C2OC(C(Br)C2Br)C1C(=O)OC (stereo not given) | 98 | 95 | . | 100 | 98 | 99 | 111 | 103 | 104
CC(=O)C1CCC2C3CC=C4N(C)C(=O)CCC4(C)C3CCC12C (stereo not given) | 111 | 104 | 94 | 106 | 107 | 94 | 110 | 110 | 99
C#CCn1cc(C2C(Cl)C(=O)N2c2ccc(N3CCOCC3=O)cc2)c2ccccc21 (stereo not given) | 96 | 105 | 85 | 98 | 99 | 99 | 101 | 105 | 102
CC(C)c1nc2ccccc2n1CC(=O)N/N=C/c1ccc(OCCOc2ccc(C=O)cc2)cc1 | 90 | 93 | 90 | 86 | 100 | 94 | 93 | 91 | 91

Structural class: the compounds so far with bromine
SMILES | CAKI-1 | NCI-H23 | A498 | SF-268 | SF-539 | SNB-75 | SF-295 | SNB-19 | U251
CCn1c(Sc2nn3cc(-c4ccc(Br)cc4)nc3s2)nc2c1c(=O)n(C)c(=O)n2C | 95 | 83 | . | 96 | 99 | 97 | 99 | 97 | 102
O/N=C/c1cc2c(cc1Br)OCO2 | 99 | 96 | 94 | 95 | 95 | . | 99 | 111 | 103
COC(=O)C1C2OC(C(Br)C2Br)C1C(=O)OC (stereo not given) | 98 | 95 | . | 100 | 98 | 99 | 111 | 103 | 104

The list goes on:
SMILES | CAKI-1 | NCI-H23 | A498 | SF-268 | SF-539 | SNB-75 | SF-295 | SNB-19 | U251
CCOC(=O)c1c(C)[nH]c(C)c1C=O | 100 | 99 | 92 | 101 | 99 | 94 | 103 | 97 | 88
Cc1cn(C(C)C)c(=O)n(-c2ccccc2)c1=O | 90&100 | 103&136 | 103 | 108&89 | 95&105 | 95&90 | 125&104 | 104&109 | 102&112
N#CC(CC(=O)c1ccc(Cl)cc1)c1ccccc1 (stereo not given) | 96 | 105 | . | 109 | 107 | 98 | 104 | 104 | 103
CCOCCc1c(O)nc(SC)[nH]c1=O | . | 92 | 86 | 116 | 94 | 79 | 113 | 96 | 103
CO[C@H]1/C=C/O[C@@]2(C)Oc3c(C)c(O)c4c(c3C2=O)C(=O)C(/C=N/N(c2ccccc2)c2ccccc2)=C(NC(=O)/C(C)=C\C=C\[C@H](C)[C@H](O)[C@@H](C)[C@@H](O)[C@@H](C)[C@H](OC(C)=O)[C@@H]1C)C4=O | -4.4* | 5.8* | -5.3* | 15 | -70* | 20 | -72* | 19 | -73*
O=C1c2cccc(S(=O)(=O)O)c2C(=O)c2cccc([N+](=O)[O-])c21 | 106 | 98 | 95 | 96 | 96 | . | 119 | 100 | 101
C=CCn1c(CN2CCN(c3cc4c(cc3F)c(=O)c(C(=O)O)cn4C3CC3)CC2)n[nH]c1=S | . | 104 | 98 | 97 | 99 | 100 | 101 | 107 | 103
CN1CCN(c2ccc3nc(-c4c5cccccc-5[nH]c4=O)[nH]c3c2)CC1 | 76 | 87 | 72 | 86 | 69 | 60 | 101 | 92 | 77
COc1ccc(-c2nc(N=Nc3c(O)[nH]c4ccc(Br)cc34)nc(N3CCOCC3)c2C#N)cc1 | 83 | 99 | 111 | 97 | 100 | 82 | 104 | 99 | 102
CCOC(=O)c1c2c(c(C)n1C)-c1nn(Cc3ccc(Cl)cc3)cc1CC2 | 122 | 78 | 90 | 100 | 98 | 94 | 134 | 97 | 91
O=c1[nH]c2ccc(Oc3ncccn3)cc2c(=O)n1Cc1cccc(NC(=S)Nc2cccc(F)c2)c1 | 103 | 99 | 84 | 100 | 94 | 99 | 103 | 92 | 101
O=C(c1ccc(Cl)cc1)C1[C@H](c2ccccc2Br)[C@@H](c2ccccc2)NC12C(=O)Nc1ccc(Br)cc12 (stereo not given in full) | 8.8* | 3.4* | 75 | 33 | 30 | 32 | 15 | 36 | -29*
Nc1nc(-c2cc3c(cc2Cl)NC(=O)/C3=C/c2ccccc2)cs1 | . | 57 | 60 | 52 | 82 | 65 | 70 | 60 | 40
CC(C)=CCc1cc(O)c(O)c2oc3cc(O)cc(O)c3c(=O)c12 | 37 | 51 | 101 | 50 | 65 | 60 | 78 | 53 | 41
CC(=O)N1N=C(Cn2nnnc2-c2ccccc2)OC1c1ccc(Cl)cc1 (stereo not given) | 97 | 99 | . | 109 | 109 | 106 | 104 | 100 | 105
N#Cc1cc([C@@H]2Nc3ccc4[nH]ccc4c3[C@H]3C4CCC(C4)[C@@H]23)ccc1F (stereo not given in full) | 68 | 91 | 94 | 90 | 100 | 80 | 94 | 99 | 94
Cn1cc(-c2csc(-c3cn(C(=O)OC(C)(C)C)c4ccccc34)n2)c2ccnc(Cl)c21 | 80 | 57 | 88 | 72 | 68 | 47 | 62 | 89 | 34
COc1cccc(-c2nc3sccn3c2-c2ccnc(NCCNC(=O)Nc3cccc(C(F)(F)F)c3)n2)c1 | 40 | 84 | 62 | 62 | 78 | 72 | 38 | 75 | 58
COc1ccc(/C=c2\c(=O)n(-c3ccccc3)c3nn4c(n23)=NNC(c2ccccc2)=C4c2ccccc2)cc1 | 85 | 97 | 95 | 104 | 97 | 103 | . | 98 | 103
COC(=O)c1c2c(c(C)[n+]([O-])c1C)C(=O)C=C(NCc1ccc(Br)cc1)C2=O | -26* | -45* | -86* | -44* | -87* | -99* | -98* | -87* | -41*
CC(=O)Nc1ncc2c(n1)-c1ccc(C(=O)OC(C)C)n1CCC2 | 92 | 101 | 80 | 99 | 95 | 87 | 99 | 97 | 101
